NCOA3 inh = inhibitors of human steroid receptor coactivator 3 (SRC3); HEK293 GAL4-SRC3 luciferase reporter, luminescence; inhibition, % at 3.6 µM; actives 0.17% (n = 360,000); AID 588352;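 active = inhibition above a per-campaign cutoff, the mean of all compounds plus 3 SD, cut at about 60% in these data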;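 note: 0% = DMSO-treated cells and 100% = gossypol-treated cells at 36 µM; higher means less SRC3-driven luciferase light from the GAL4 reporter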
NOD2-RIPK2 inh = inhibitors of human NOD2-RIPK2 interaction. O43353. CHO BLA complementation NOD2-RIPK2, CCF4 ratio. inhibition, % at 4.98 µM. actives 0.38% (n = 360,000); in the data active = inhibition above about 21%;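 note: 0% = vehicle only and 100% = reference blocker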
TROY NFkB inh = inhibitors of TROY-dependent NF-kB signaling. actives 0.98% (n = 360,000). Q293 LMP1-TROYcd NF-kB luciferase reporter, 4 h. inhibition, % at 10 µM;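 active = compounds whose plate-normalised and pattern-corrected inhibition of the luciferase reporter signal at the single screening dose is 50% or more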
NR2F2 inh = NR2F2 (human) inhibition, primary screen; HEK293T NGFI-A luciferase reporter, luminescence; inhibition, % at 8.6 µM; actives 0.7% (n = 370,000); AID 686940;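 active = inhibition above a per-plate cutoff, mean inhibition of test wells between control levels plus 3 SD, cut at about 38% in these data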;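 note: cells cotransfected with COUP-TFII expression vector driving the NGFI-A reporter; 0% = median of COUP-TF2 test wells and 100% = reporter-only cells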
Target sequence (P24468 whole entry, looked up): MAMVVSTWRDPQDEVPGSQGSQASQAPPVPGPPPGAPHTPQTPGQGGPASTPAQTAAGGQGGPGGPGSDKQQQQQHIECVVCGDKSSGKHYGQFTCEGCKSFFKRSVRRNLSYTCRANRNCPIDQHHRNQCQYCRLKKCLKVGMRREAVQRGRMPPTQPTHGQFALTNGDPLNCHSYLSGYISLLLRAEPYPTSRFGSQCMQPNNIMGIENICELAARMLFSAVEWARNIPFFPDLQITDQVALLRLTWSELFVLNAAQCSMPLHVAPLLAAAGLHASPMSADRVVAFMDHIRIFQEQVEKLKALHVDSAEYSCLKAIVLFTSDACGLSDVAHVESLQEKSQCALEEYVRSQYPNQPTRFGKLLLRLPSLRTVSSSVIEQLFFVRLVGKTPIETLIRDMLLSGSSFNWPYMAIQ
SRC1 inh = inhibits human SRC1 coactivator; Q15788; HEK293 GAL4-SRC1 luciferase reporter, luminescence; inhibition, % at 3.6 µM; actives 0.12% (n = 360,000); AID 588354;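 active = inhibition above the campaign mean plus 3 SD, with each screening campaign given its own cutoff, cut at about 60% in these data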;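 note: 0% = DMSO treated cells and 100% = gossypol at 36 µM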
TWEAK Fn14 block = blocks TWEAK-Fn14 interaction in a reporter cell assay; inhibition, % at 10 µM; AID 1159606; TWEAK-stimulated Fn14 reporter cells, luciferase luminescence, 8 h; actives 2% (n = 360,000); in the data active = inhibition above about 50%
EBV LMP1 NFkB = inhibitors of Epstein-Barr LMP1-induced NF-kappaB reporter; LMP1-induced NF-kappaB luciferase reporter cells, luminescence; inhibition, % at 12.5 µM; actives 0.69% (n = 350,000); AID 504558; in the data active = inhibition above about 41%;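 note: 0% = neutral control wells and 100% = reference inhibitor control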
NCOA2 inhibitor = inhibits human steroid receptor coactivator 2. inhibition, % at 9 µM. actives 0.17% (n = 370,000). HEK293 GAL4-SRC2 luciferase reporter, luminescence. Q15596;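 active = inhibition above the mean inhibition of all tested compounds plus 3 SD, set per campaign, cut at about 52% in these data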;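 note: 0% = DMSO treated cells and 100% = cells given Gossypol at 36 µM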
TLR9-MyD88 block = blocks human TLR9 binding to MyD88 | CHO BLA complementation TLR9-MyD88, CCF4 FRET ratio | Q9NR96+Q99836 | inhibition, % at 4.98 µM | actives 0.21% (n = 340,000);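 active = inhibition above the mean over all tested compounds plus 3 SD, cut at about 21% in these data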;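 note: 0% = DMSO only wells and 100% = clavulanate BLA inhibitor control wells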
LRH-1 inv ag = inverse agonists of human LRH-1 (NR5A2) | O00482 | HEK293T StAR-luciferase reporter, LRH-1 transfected, 24 h | inhibition, % at 3.6 µM | actives 0.13% (n = 360,000) | AID 602396;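 active = inhibition above the mean inhibition of all tested compounds plus 3 SD, cut at about 73% in these data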;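 note: 0% = DMSO wells and 100% = reporter-only cells lacking LRH-1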
Target sequence (O00482 whole entry, looked up): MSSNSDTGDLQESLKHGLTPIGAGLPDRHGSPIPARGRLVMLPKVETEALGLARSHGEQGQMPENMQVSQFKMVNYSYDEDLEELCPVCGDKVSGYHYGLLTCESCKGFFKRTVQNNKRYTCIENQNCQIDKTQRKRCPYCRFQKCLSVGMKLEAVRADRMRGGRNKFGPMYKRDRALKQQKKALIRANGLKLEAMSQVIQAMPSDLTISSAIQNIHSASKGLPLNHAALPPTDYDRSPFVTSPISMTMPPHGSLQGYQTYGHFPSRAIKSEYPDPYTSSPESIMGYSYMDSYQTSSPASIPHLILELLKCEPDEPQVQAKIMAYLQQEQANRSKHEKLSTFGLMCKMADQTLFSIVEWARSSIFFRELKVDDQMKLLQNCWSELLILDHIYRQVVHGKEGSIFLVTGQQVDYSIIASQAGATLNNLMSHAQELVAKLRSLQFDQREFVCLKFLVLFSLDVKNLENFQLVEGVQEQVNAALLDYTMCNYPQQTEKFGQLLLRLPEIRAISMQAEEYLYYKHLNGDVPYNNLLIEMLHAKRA
C8 TRAIL sens = caspase-8 TRAIL sensitization | inhibition (viability loss, TRAIL sensitization), % at 10 µM | NB7+C8 cells + TRAIL, ATPlite viability luminescence | actives 1% (n = 360,000) | AID 624354;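 active = compounds causing at least 50% loss of cell viability in the single-dose screen, relative to plate controls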
* = called active by the depositor; · = no result given. These rows are one share of the data. The share of hits here may be higher or lower than overall.

SMILES	NCOA3 inh	NOD2-RIPK2 inh	TROY NFkB inh	NR2F2 inh	SRC1 inh	TWEAK Fn14 block	EBV LMP1 NFkB	NCOA2 inhibitor	TLR9-MyD88 block	LRH-1 inv ag	C8 TRAIL sens
CCOC(=O)c1c(NC(=O)Cn2nnc(-c3ccc(Cl)cc3)n2)sc(CC)c1C	16	-8	-4	10	11	22	2	-19	-2	-4	-2
COc1ccc(CNC(=O)COC(=O)c2ccc(S(=O)(=O)N3CCOCC3)cc2)cc1	-11	-2	16	-7	12	6	6	0	4	-12	-10
O=C(Cn1cnnn1)OCC(=O)c1ccc(Cl)s1	-1	-10	71*	2	5	-6	-7	-23	-6	18	-12
CC(Sc1n[nH]c(-c2cccs2)n1)C(=O)Nc1ccc(C(N)=O)cc1 (stereo unspecified)	3	-5	-3	-13	-16	13	2	-6	2	-4	2
c1cnc(-c2noc(CN3CCN(C4CCCC4)CC3)n2)cn1	-2	5	3	14	-3	10	-5	-13	5	9	-1
CC1CCN(C(=O)CSc2nc3ccccc3[nH]2)CC1	-64	7	-32	-46	-94	3	-20	-59	-8	-131	4
CC(C(C(=O)N1CCCCC1)N1CCCCC1)N1CCCCC1 (stereo unspecified)	-4	8	2	-1	-1	-1	1	-38	6	2	-15
OC[C@@H]1CN(Cc2cccc(C(F)(F)F)c2)C[C@H](n2cnc3c(NCc4ccncc4)ncnc32)O1	6	2	1	-6	-28	-10	·	-35	·	2	-8
O=C(NC1CCCCC1)C1c2ccccc2OCC(=O)N1CCc1c[nH]c2ccccc12 (stereo unspecified)	·	4	14	-3	·	16	·	3	·	-4	4
CCCCCc1ccnc(CC(=O)c2ccc(OC)cc2)c1	10	-3	3	16	5	-5	15	-5	-2	23	2
Cc1ccc2c(c1)C1CN(C)CCC1N2C(=O)Nc1ccc(Cl)cc1 (stereo unspecified)	-1	-4	-49	-2	-8	-35	-5	-83	-28	-57	-13
Cc1[nH]c(C)c(C(=O)/C=C/c2ccc([N+](=O)[O-])cc2)c1C	3	4	10	7	-13	60*	-203	-1	-1	-20	8
Cc1nc2ccccc2c2c1C(=O)N(c1ccc(C(=O)O)cc1)C2=O	13	-3	5	-1	-22	13	3	38	-10	0	-5
O=C(CSc1ccncc1)Nc1ccc(S(=O)(=O)Nc2nccs2)cc1	14	3	3	-5	-1	-1	8	27	-3	4	10
O=c1[nH]c2ccc(S(=O)(=O)N3CCCCC3)cc2[nH]c1=O	4	17	-1	4	-1	-6	-5	-6	-8	7	-11
N#Cc1cc(-c2ccccc2)[nH]c1-c1nccc2ccccc12	17	2	25	50*	-2	56*	24	20	-1	17	16
Cc1ccc(-c2nn(-c3ccccc3)cc2/C=C/C(=O)O)o1	-13	-7	-35	16	-14	-7	-12	-13	5	-16	1
Cn1ccnc1Sc1ccc(/C=N/NC(=O)c2ccccc2O)cc1[N+](=O)[O-]	-16	-3	-28	0	-7	-15	-6	-7	2	-14	19
CCOc1ccc(NC(=S)N2CCN(S(C)(=O)=O)CC2)cc1	26	1	-24	5	-8	9	4	-23	1	11	-6
CC(=O)c1cccc(CN2CCCC(CCC(=O)NCc3ccc(C)o3)C2)c1 (stereo unspecified)	-1	-4	-6	14	-10	13	-5	13	-5	-1	-4
O=C(CCc1nc2ccccc2c(=O)[nH]1)OCc1ccc(Cl)cc1Cl	-3	-6	10	0	-1	-12	6	-9	11	1	-7
O=C(Cc1ccccc1)NCC(=O)Nc1ccccc1Br	2	-9	17	-11	-13	25	-6	-4	-2	16	1
O=C(O)C1CCC(=O)N1Cc1ccccc1Cl (stereo unspecified)	-10	-3	3	10	-83	-3	0	-24	-7	5	-1
CC(=O)Nc1ccc(NC(=O)C2CC(=O)N(C(C)C)C2)cc1 (stereo unspecified)	-2	-5	-13	5	-43	2	10	20	2	10	-9
Cc1ccc(-c2nn(-c3ccccc3)cc2/C=N/NC(=O)c2ccc3c(c2)OCO3)cc1	-47	-11	-57	8	-43	20	-3	8	-1	-85	1
Fc1ccc(COc2ccc(Br)cc2CNCc2ccncc2)cc1	-4	3	17	0	5	4	-7	19	8	1	21
COc1cc2c(cc1OC)-c1cc(OCc3ccccc3Cl)nc(=O)n1CC2	6	-5	5	8	8	-13	10	3	7	0	-17
COc1cccc(NC(=O)CSc2nnc3ccc(-c4ccncc4)nn23)c1	13	5	6	-13	5	2	6	16	-10	-11	2
CCOc1ccc2[nH]c(C)c(CN3CCOCC3)c(=O)c2c1	1	0	9	5	3	5	1	8	-4	5	9
CC(C)=CC(=O)Nc1nnc(-c2ccc(F)cc2)s1	1	-6	-30	-16	-14	-56	-88	-17	1	15	-17
Cc1ccc(C)c(CN2C(=O)c3ccccc3S(=O)(=O)c3ccc(C(=O)N4CCN(C)CC4)cc32)c1	0	-5	-4	6	-16	-1	5	4	9	11	-2
COc1ccccc1Nc1cc(C)nc2c(C)cccc12	-2	4	-9	-2	9	-27	6	-27	-4	-24	16
O=C(/C=C/c1ccccc1)NC(=S)Nc1ccc(N2CCOCC2)c(Cl)c1	18	1	2	0	-3	-20	7	7	-12	6	14
CO/N=C/C=C1/N(C)c2ccccc2C1(C)C	-4	2	14	-26	7	2	-7	17	-2	7	-1
CCOC(=O)C(=CNc1cc(C)nn1-c1ccccc1)C(=O)OCC	15	3	22	13	3	3	9	-24	-1	27	-3
Cc1ccc(NC(=O)C2CCCN(S(=O)(=O)c3c(C)noc3C)C2)nc1 (stereo unspecified)	16	-4	-8	-7	-8	6	-1	9	9	0	8
O=S(=O)(NC1CCN(Cc2ccccc2)CC1)c1ccc2ccccc2c1	13	5	-8	-5	-3	11	-3	24	10	12	4
COC(=O)c1sccc1NC(=O)C1CC1	0	6	0	20	13	5	6	17	1	7	-2
COCCn1c(SCC(=O)Nc2ccc(S(N)(=O)=O)cc2)nc2ccccc21	-7	-10	10	14	4	6	-2	-13	0	10	-9
CC(=O)c1c(N2CCCCC2)nc(=S)n(Cc2ccccc2)c1C	-9	4	-14	-2	-2	-1	-2	1	-12	2	9
N#Cc1ccc(C23CC4(C2)[C@H](CN(CC2CCCCC2)[C@@H]4c2ccccc2)C3c2ccc(Cl)nc2)cc1 (stereo partly specified)	-11	5	9	16	-6	10	-3	6	-3	8	11
COc1ccc(NC(=O)CSc2nnc(Cc3ccccc3)c(=O)n2N)c(OC)c1	-2	-3	-1	22	4	-2	-9	22	2	44	-6
Cc1ccc(Cl)cc1NC(=O)Nc1c(C)n(C)n(-c2ccccc2)c1=O	3	3	-10	1	7	-11	0	7	-8	-6	0
CCOCCCNC(=O)C(c1ccccc1)N(Cc1cccs1)C(=O)CNC(C)=O (stereo unspecified)	8	6	-3	5	-10	18	1	12	1	9	17
COc1ccc(CNC(=O)c2sc(=O)n(Cc3cc(C(C)=O)ccc3OC)c2C)cc1	-8	-5	17	16	-22	-27	·	-4	·	5	-1
COC(=O)C1CCN(C(=O)CN2C(=O)NC3(CCC(C)CC3)C2=O)CC1 (stereo unspecified)	2	-9	11	8	15	1	2	-27	-11	0	9
COC(=O)c1cc(S(=O)(=O)Nc2cc(S(=O)(=O)N(C)C)ccc2C)oc1C	10	0	3	1	-25	6	3	9	-11	10	-3
COc1ccc(N(C)S(=O)(=O)c2cccc(C(=O)NCc3ccc4c(c3)OCO4)c2)cc1	12	-7	7	-3	7	-7	-3	-27	10	-14	-1
Cc1ccc(NC(=O)CN(C)Cc2ccc(Cl)cc2)cc1	-8	-6	18	14	9	4	3	11	7	-13	-6
O=C(Cc1ccc(F)cc1)c1ccc(O)cc1O	-25	-9	0	-23	-32	-5	-3	-20	10	-19	-9

Remaining list, next part
SMILES	NCOA3 inh	NOD2-RIPK2 inh	TROY NFkB inh	NR2F2 inh	SRC1 inh	TWEAK Fn14 block	EBV LMP1 NFkB	NCOA2 inhibitor	TLR9-MyD88 block	LRH-1 inv ag	C8 TRAIL sens
O=C(OCC1OC(n2ccc(=O)[nH]c2=O)C(O)C1OC(=O)c1ccccc1)c1ccccc1 (stereo unspecified)	-2	-7	0	10	-102	-7	-12	-11	6	-1	3
Cc1cccc(OCC(=O)NNC(=O)c2ccc3nc[nH]c3c2)c1	4	-4	3	6	-8	3	0	-19	6	-6	44
COc1ccc(S(=O)(=O)Nc2cc(C(=O)NC3CCCCCC3)ccc2N2CCOCC2)cc1	-57	-1	2	·	-53	-14	-11	·	2	-43	-2
O=C(COC(=O)/C=C/c1cccc(Br)c1)NC1CCCCCC1	25	-9	-7	4	-12	-6	5	0	2	-4	-3
CC(C)(C)c1ccc(OCCCC(=O)Nc2nnc(C3CC3)s2)cc1	0	-2	-12	19	1	27	-1	21	6	9	-3
O=c1oc2ccccc2c(Nc2ccccc2O)c1[N+](=O)[O-]	1	-1	-18	-8	-6	-10	-9	-11	0	11	1
Cn1cc([N+](=O)[O-])c(C(=O)NCc2ccco2)n1	3	-9	-7	-8	12	-9	2	-27	0	-4	11
O=C1CN(C(=O)c2ccc(Br)o2)C(c2ccc(F)cc2)c2cc(F)ccc2N1 (stereo unspecified)	-8	3	3	1	-10	28	-11	-1	-5	1	1
Cc1c(C(=O)OCC(=O)Nc2cccc(S(N)(=O)=O)c2)oc2c1ccc1ccccc12	6	-4	27	-17	-14	17	6	-16	-1	-46	22
O=C1/C(=C/c2cccs2)SC(=S)N1NS(=O)(=O)c1ccccc1	8	-21	-25	-3	-57	16	-10	-14	2	10	5
CC(C)C(=O)Nc1cccc(C(=O)Nc2ccc3c(c2)OCO3)c1	-83	-6	-25	-37	-112	-4	-22	-61	-12	-140	5
CCN(CC)S(=O)(=O)c1ccc(N2CCOCC2)c(NC(=S)NC(=O)c2ccco2)c1	17	6	-6	14	-11	-23	7	12	-7	8	13
O=C1CC(c2ccccc2)SC(N(c2ccccc2)c2ccccc2)=N1 (stereo unspecified)	15	-10	0	-1	4	4	-6	-20	-1	9	11
CC1CN(CCCCN2C(=O)c3ccccc3C2=O)CC(C)O1 (stereo unspecified)	13	2	-9	-12	12	-4	2	-18	-1	-4	0
COc1ccc(C(C[N+](=O)[O-])c2c(C)cc3ccccn23)cc1 (stereo unspecified)	6	-9	-7	5	-44	18	-15	-31	6	4	-5
Oc1ccc2ccc3[nH]cnc3c2c1	2	-8	0	30	11	-1	-4	-7	0	-25	16
COC(=O)c1ccc(/C=N/NC(=O)CC(=O)NCc2cccnc2)cc1	-24	-10	0	-6	-27	-8	5	5	·	16	10
O=C(c1cccnc1)N1N=C2CCCCCC2C1(O)C(F)(F)F (stereo unspecified)	-8	1	-12	1	3	8	-35	-7	1	9	0
Cc1oc(-c2cccs2)cc1C(=O)N1CCC(C)(C(=O)NS(=O)(=O)C2CC2)C1 (stereo unspecified)	-4	6	-10	-17	12	-4	·	-1	·	10	-31

Screens (PubChem BioAssay)
